V1aR counter = agonists of human V1a receptor, primary screen, counter-screen for OXTR agonist project, fluorescence, CHO-V1R cells; activation, % at 3 µM; Fluo-8 calcium fluorescence, agonist mode; 0% DMSO, 100% 3 nM vasopressin; Vasopressin V1a receptor (Homo sapiens), P37288; 320,000 tested, 0.25% active; AID 2797, 2010;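 active = activation above the mean activation of all tested compounds plus 3 SD, per screening run, cut at about 20% in these data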;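 also: signal is peak over basal fluorescence ratio across a 100 second FLIPR read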
Target sequence (P37288 whole entry, looked up): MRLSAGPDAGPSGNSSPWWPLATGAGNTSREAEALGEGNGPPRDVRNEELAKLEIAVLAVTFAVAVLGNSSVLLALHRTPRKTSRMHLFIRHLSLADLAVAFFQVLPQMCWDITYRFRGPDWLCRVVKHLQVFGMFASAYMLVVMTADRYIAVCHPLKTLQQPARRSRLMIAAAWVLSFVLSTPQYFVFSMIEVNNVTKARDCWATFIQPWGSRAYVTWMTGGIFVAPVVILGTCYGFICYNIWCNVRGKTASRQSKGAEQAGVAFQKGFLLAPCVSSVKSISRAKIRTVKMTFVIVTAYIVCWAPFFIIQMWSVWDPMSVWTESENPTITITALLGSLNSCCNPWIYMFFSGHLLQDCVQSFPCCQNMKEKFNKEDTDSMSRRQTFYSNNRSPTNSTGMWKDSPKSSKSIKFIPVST
MEKK2wt PB1 HTS = modulators of MEK5 binding to wildtype MEKK2, primary screen, biochemical, multiplex bead flow cytometry, Alexa488-MEK5; Mitogen-activated protein kinase kinase kinase 2 (Homo sapiens), Q9Y2U5; Alexa488-MEK5 binding to MEKK2 WT; actives lie on both sides; binding response (% of control), % at 10 µM; 290,000 tested, 1.1% active; in the data active = binding response below about 67% or above about 130%
GalR3 antagonist = GalR3 antagonists in HEK293 cells, primary screen, cell-based, fluorescence readout | Galanin receptor type 3 (Homo sapiens), O60755 | HEK293 GalR3-CNG cAMP membrane potential fluorescence; galR3 body fused to GalR1 C-terminus | inhibition, % at 3 µM | 360,000 tested, 0.44% active;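 active = inhibition above the screen-wide average plus 3 SD, cut at about 13% in these data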;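 also: forskolin and galanin both at EC90 stimulate the cells; cAMP rise reported by CNG channel membrane potential dye signal; 0% = forskolin plus galanin with DMSO and 100% = forskolin alone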
Target sequence (O60755 1-299 limits assumed): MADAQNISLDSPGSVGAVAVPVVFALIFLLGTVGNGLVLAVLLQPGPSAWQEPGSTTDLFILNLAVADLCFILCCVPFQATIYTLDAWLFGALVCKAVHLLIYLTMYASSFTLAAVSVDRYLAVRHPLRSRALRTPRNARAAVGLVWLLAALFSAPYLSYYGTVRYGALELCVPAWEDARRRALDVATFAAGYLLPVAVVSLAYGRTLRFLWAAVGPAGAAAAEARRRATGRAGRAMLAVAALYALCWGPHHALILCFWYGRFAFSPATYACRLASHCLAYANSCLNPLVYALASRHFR
MEKK3 PB1 HTS = modulators of MEKK3-MEK5 PB1 binding, primary screen, biochemical, wildtype MEKK3, multiplex bead flow cytometry, Alexa488-MEK5; bead-based flow cytometry, Alexa488-MEK5 binding to MEKK3; actives lie on both sides; 0 = blocked by unlabeled MEK5, 100 = vehicle; binding response (% of control), % at 10 µM; 290,000 tested, 1.4% active; AID 1529, 2009;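 active = binding response more than 3 SD above or below the average of its plate-row segment, actives on both sides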;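 also: Alexa488 bead fluorescence after subtracting the streptavidin-only scavenger bead signal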
OXTR ag = human OXTR agonists, primary screen, fluorescence, CHO-OTR cells, Fluo-8 calcium; Oxytocin receptor (Homo sapiens), P30559; Fluo-8 calcium fluorescence; normalized: DMSO 0%, oxytocin 100%; activation, % at 3 µM; 320,000 tested, 0.32% active;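 active = activation above the mean of all tested compounds plus 3 SD, cutoff set per screening run, cut at about 20% in these data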;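 also: peak over basal fluorescence ratio from a 100 s FLIPR kinetic read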
PHOSPHO1 inh = PubChem AID 1565 | inhibition, % at 13.3 µM | 290,000 tested, 1.1% active | Phosphoethanolamine/phosphocholine phosphatase (Homo sapiens), Q8TCT1 | recombinant PHOSPHO1, absorbance phosphatase assay; in the data active = inhibition above about 60%
Target sequence (Q8TCT1 whole entry, looked up): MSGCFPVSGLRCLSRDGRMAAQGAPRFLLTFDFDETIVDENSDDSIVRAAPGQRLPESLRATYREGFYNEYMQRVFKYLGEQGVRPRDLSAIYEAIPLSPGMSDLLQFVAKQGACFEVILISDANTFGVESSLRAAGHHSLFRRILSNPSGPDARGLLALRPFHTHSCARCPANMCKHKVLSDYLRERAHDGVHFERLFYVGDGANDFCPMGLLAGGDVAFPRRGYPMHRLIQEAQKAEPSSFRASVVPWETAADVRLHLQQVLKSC
NALP1 inh = NALP1 inflammasome inhibitors in reconstituted yeast, colorimetric, S. cerevisiae, triplicate retest | S. cerevisiae NALP1/ASC/caspase-1 growth, X-gal OD620, 72 h | inhibition, % at 10 µM | 280,000 tested, 0.61% active | AID 2071, 2009; in the data active = inhibition mostly above about 24%, no sharp cut-off; inactive = mostly below about 32%; also: some compounds called inactive have numbers as strong as hits
MEKK2mut PB1 HTS = MEK5 binding signal on mutant MEKK2 PB1, primary screen, biochemical, multiplex bead flow cytometry, Alexa488-MEK5; percent response, % at 10 µM; AID 1530, 2009; 290,000 tested, 0.35% active; Alexa488-MEK5 binding to MEKK2 mutant; in the data active = percent response above about 24%, passing the limit was not always enough; also: inactives centre near 1; some results filed as inactive read as strong as hits; reference of the scale not given here
GPR7 antagonist = GPR7 receptor antagonists, primary screen, cell-based, fluorescence, single concentration. GPR7-expressing cells, fluorescence antagonist assay. inhibition, % at 4.4 µM. 290,000 tested, 1.1% active. AID 1861, 2009; in the data active = inhibition above about 16%, passing the limit was not always enough;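 also: cells stimulated with the agonist NPW; 0% = agonist with vehicle and 100% = vehicle without agonist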
* hit, by the source's call; / = no result given; [ ] = remark or other dose. Outcome played no part in choosing rows; 5.4% or so of the library scored in one or more.

| canonical_smiles | V1aR counter | MEKK2wt PB1 HTS | GalR3 antagonist | MEKK3 PB1 HTS | OXTR ag | PHOSPHO1 inh | NALP1 inh | MEKK2mut PB1 HTS | GPR7 antagonist |
| --- | --- | --- | --- | --- | --- | --- | --- | --- | --- |
| COc1cc(/C=N/NC(=O)c2cccnc2)cc2c1OCO2 | 0.1 | 100 | 2 | 101 | 0.1 | 31 | 20 | 2 | -3 |
| O=C(CN1CCN(c2ccccc2)CC1)Nc1scc2c1c(=O)oc1ccccc12 | 0.7 | 105 | 1 | 103 | 0.7 | 2 | 4 | -2 | -9 |
| Cc1cccc(Oc2coc3cc(O)ccc3c2=O)c1 | 3.8 | 103 | -8 | 102 | 1.1 | 35 | 33 | -1 | 27 |
| O=C(NCc1ccccn1)c1cc(S(=O)(=O)N2CCN(c3ccccc3)CC2)ccc1Cl | 2.8 | 102 | -2 | 102 | 0.8 | -19 | 26 | -3 | -2 |
| O=C1CC(c2ccccc2)n2nc(NC(=O)c3cccnc3)nc2N1 (configuration not stated) | / | 102 | 5 | 99 | / | 11 | 18 | -2 | -5 |
| Cc1onc(-c2ccccc2Cl)c1C(=O)O/N=C(\N)c1ccccc1 | -0.4 | 112 | -2 | 106 | -1.5 | 23 | 17 | 10 | -9 |
| CCC(c1nnnn1C1CCCC1)N1CCC(C(N)=O)CC1 (configuration not stated) | 1.5 | 108 | -5 | 108 | 0.3 | 28 | -2 | 0 | 6 |
| CC(C(=O)Nc1nc2ccccc2s1)n1cc([N+](=O)[O-])cn1 (configuration not stated) | 16 | 91 | -6 | 97 | 15 | 7 | 3 | -12 | -1 |
| S=c1[nH]nc(-c2ccc3ccccc3n2)n1-c1ccccc1 | -0.3 | 107 | -4 | 104 | -1.6 | -15 | 18 | 15 | -15 |
| CC(C)CN(CC(C)C)C(=S)NC1CCCCC1 | -2.0 | 103 | -4 | 112 | -1.6 | 23 | 13 | 1 | 1 |
| COc1ccc(C)cc1NC(=O)NNC(=O)C1CCC(C(C)(C)C)CC1 (configuration not stated) | -0.7 | 66 | -4 | 70 | -0.9 | 20 | 14 | -29 | -16 |
| Cc1c(/C=C2\SC(=Nc3cccc(C(=O)O)c3)NC2=O)c2ccccc2n1C | 0.4 | 88 | -6 | 86 | 0.8 | 13 | / | -15 | 11 |
| S=c1[nH]nc(-c2cc(-c3ccccc3)n[nH]2)n1/N=C/c1ccccc1 | 0.6 | 100 | -5 | 107 | 1.0 | 10 | / | 7 | -13 |
| CCOC(=O)CNS(=O)(=O)c1ccc(C)cc1 | 1.5 | 95 | -4 | 98 | 0.5 | 17 | 23 | -1 | -1 |
| CCN(CC)Cc1c(C(=O)N/N=C(\C)c2ccncc2)nnn1-c1nonc1N | 8.0 | 100 | -11 | 97 | 0.4 | 11 | 7 | 3 | -16 |
| CN1CC=C2C(C#N)=C(N)C(C#N)(C#N)C(CCc3ccccc3)C2C1 (configuration not stated) | 0.8 | 106 | / | 109 | 1.2 | 28 | 25 | 4 | -3 |
| Cc1nc2ccc(NC(=O)c3cccc(S(=O)(=O)N(C)c4ccccc4)c3)cc2s1 | 5.5 | 119 | / | 109 | -0.3 | -1 | 17 | 2 | -17 |
| O=C(Oc1c(CN2CCOCC2)cc(Cl)c2cccnc12)c1ccccc1Br | 0.4 | 99 | 7 | 99 | -0.1 | 19 | -4 | -1 | -12 |
| CCSc1nnc(NC(=O)[C@@H](NC(=O)c2ccccc2)C(C)C)s1 | 0.5 | 97 | -2 | 98 | -1.4 | -10 | -5 | -3 | -4 |
| NC(=O)C1CCCN(CC(O)COCc2ccc(Cl)cc2)C1 (configuration not stated) | 1.7 | 103 | -12 | 101 | 0.5 | 40 | -4 | 7 | -5 |
| Cc1ccc(S(=O)(=O)NCCNc2ccc([N+](=O)[O-])cc2C(F)(F)F)cc1 | -0.6 | 94 | 0 | 98 | -1.7 | -1 | -6 | -1 | 13 |
| O=c1c2ccccc2c(C=Nc2ccc(O)cc2)c(O)n1Cc1ccccc1 | 2.4 | 100 | 1 | 102 | 1.0 | 3 | / | 5 | -16 |
| O=C(N/N=C/c1ccco1)c1ccn[nH]1 | -0.5 | 88 | -6 | 88 | -0.2 | 32 | -4 | -7 | -2 |
| Fc1c(F)c(C(F)(F)F)c(F)c(F)c1N/N=C\c1cccs1 | 0.5 | 114 | 0 | 107 | 6.8 | -6 | 4 | 5 | -7 |
| N=c1c2c3c(sc2ncn1CCN1CCOCC1)CCCC3 | 1.9 | 95 | -4 | 100 | 0.9 | 21 | 4 | 0 | 4 |
| O=C(CCNC(=O)Cn1ccc2ccccc2c1=O)NCCCN1CCOCC1 | 0.0 | 95 | -3 | 97 | -0.1 | -16 | -8 | -5 | 2 |
| CCCCc1ccc(Nc2nc(CCC)cc(=O)[nH]2)cc1 | 0.0 | 101 | -5 | 110 | -0.1 | -14 | 5 | 5 | 3 |
| CN(C)C(=O)c1cn(-c2ccccc2)nc1-c1cc2ccccc2oc1=O | -0.6 | 100 | -6 | 101 | -0.8 | 56 | -15 | -2 | -12 |
| COc1ccccc1C(=O)C1CCCN(Cc2cccc(OCCO)c2)C1 (configuration not stated) | 0.1 | 114 | -5 | 110 | -0.3 | 3 | 11 | 19 | -8 |
| O=C(Nc1ccc(Nc2ccncc2)cc1)c1ccc(Nc2ccnc3ccc([N+](=O)[O-])cc23)cc1 | / | 72*[inhibitor] | -7 | 61*[inhibitor] | / | 33 | 9 | -13 | -9 |
| C/C(=N\NC(=O)Cc1ccc(F)cc1)c1ccc(O)cc1 | 1.1 | 105 | 0 | 99 | 2.4 | 11 | 24 | -1 | -7 |
| CC(=O)Nc1ccc(/C=C(\C#N)C(=O)NCc2ccccc2)cc1 | 1.5 | 100 | -4 | 104 | 1.6 | 3 | 17 | -1 | 0 |
| S=C(NCCc1ccccc1)NC1CC2CCC(C1)N2Cc1ccccc1 (configuration not stated) | 6.2 | 107 | -3 | 97 | 6.9 | 32 | -2 | -5 | 7 |
| O=C(CNC(=O)c1ccc(Oc2ccccc2)cc1)OCc1ccc(Br)cc1 | 3.6 | 99 | -2 | 101 | 4.1 | -14 | 21 | -1 | -6 |
| CSc1ccccc1C(=O)Nc1ncc(C)s1 | -0.5 | 105 | -1 | 101 | -1.4 | -2 | -17 | 5 | -10 |
| CC(C)=CCN1CCN(Cc2cnc(-c3ccccc3)s2)CC1CCO (configuration not stated) | 1.1 | 107 | -1 | 103 | 0.0 | 26 | 10 | 7 | -13 |
| CC(C)OC(=O)c1cc(NC(=O)C2C3CCC(O3)C2C(=O)O)cc(C(=O)OC(C)C)c1 (configuration not stated) | 0.1 | 100 | -3 | 93 | -0.7 | -3 | 25 | 5 | -6 |
| OCC[C@@H]1C[C@H](O)[C@@H](O)[C@@]2(CCCCO2)O1 | 0.4 | 102 | -2 | 105 | 0.4 | / | / | 3 | / |
| COc1cccc2cc(C(=O)N(Cc3ccccc3)CC3CCCO3)c(=O)oc12 (configuration not stated) | 0.7 | 88 | -6 | 124* | -1.2 | -3 | -17 | 5 | -12 |
| COC(CNC(=O)CNC(=S)N(CCCN1CCOCC1)Cc1cccs1)OC | 1.5 | 99 | -1 | 99 | -0.6 | -18 | 14 | 1 | -6 |
| CCOC(=O)c1nnc(-c2ccc(C)cc2)nc1Sc1cccc(Cl)c1 | 1.0 | / | 1 | / | 2.3 | 1 | -9 | / | -5 |
| CCOc1ccc(S(=O)(=O)N(CC)CC(=O)NC2CC2)cc1 | -0.8 | 103 | 3 | 101 | 0.1 | 8 | 5 | 4 | -10 |
| CC(C)C1NC2(C(=O)c3ccccc3C2=O)C2C(=O)N(c3ccc(F)cc3)C(=O)C12 (configuration not stated) | 1.5 | 97 | 2 | 98 | 3.2 | 31 | -3 | -1 | -10 |
| CS(=O)(=O)c1ccc(Oc2ccc(-c3nnco3)cc2)c([N+](=O)[O-])c1 | 0.6 | 93 | -8 | 100 | 1.7 | 28 | -27 | -8 | 7 |
| CCN(CC)S(=O)(=O)c1ccc2[nH]cc(C(=O)NCCc3ccc(OC)c(OC)c3)c(=O)c2c1 | 0.0 | 103 | 0 | 102 | -1.1 | 4 | 34 | 1 | -11 |
| O=C(c1cc(-c2ccc(Cl)cc2)n(-c2ccc(Cl)cc2)n1)N1CCOCC1 | -1.3 | 104 | -4 | 111 | -2.2 | 19 | 20 | 8 | 2 |
| Cc1cc(C)nc(-n2nc(C)cc2NC(=O)c2ccc(S(=O)(=O)N3CCOCC3)cc2)n1 | 1.6 | 96 | / | 101 | 0.4 | 33 | 7 | -3 | -19 |
| CCCc1cc(C(=O)NCc2cccs2)no1 | -2.0 | 109 | / | 108 | -1.7 | 4 | -2 | 12 | -8 |
| COc1ccc(OC)c(-n2c(=S)[nH]c3cc(C(=O)N4CCC(C(N)=O)CC4)ccc3c2=O)c1 | 0.9 | 99 | 4 | 100 | 2.4 | 18 | 23 | 0 | 15 |
| NC(=O)C1CCN(C(=S)NCc2ccc3c(c2)OCO3)CC1 | 1.1 | 100 | 4 | 98 | 0.8 | 37 | 11 | -1 | 11 |
| COC(=O)c1oc(-c2ccccc2)nc1C | 0.0 | 93 | -11 | 99 | -1.1 | 53 | 14 | -8 | 7 |
| CCOC(=O)c1csc(N)n1 | 0.2 | 86 | -5 | 96 | 0.6 | 28 | -3 | -13 | -10 |
| CC(C)(C)c1ccc(Cn2nc(CC(=O)O)c3ccccc3c2=O)cc1 | -0.2 | 103 | -1 | 103 | -1.8 | 8 | 9 | -1 | -9 |
| NC(=O)NC(CC(=O)NCCCc1ccccc1)c1ccc(Cl)cc1 (configuration not stated) | 0.1 | 104 | -8 | 104 | 0.3 | 27 | -3 | 3 | -1 |
| N#C/C(=C(\O)C(F)(F)F)c1nnc2n1CCCCC2 | 0.8 | 100 | -4 | 104 | 0.0 | -10 | -9 | -1 | -6 |
| CCCn1ncc([C@@H]2C[C@H]3CN(Cc4cccc(Cl)c4)C(=O)[C@]34CCCN24)c1C | 0.6 | 103 | -2 | 100 | -0.1 | 47 | 12 | -4 | 1 |

Retrieved one by one from above:
| canonical_smiles | V1aR counter | MEKK2wt PB1 HTS | GalR3 antagonist | MEKK3 PB1 HTS | OXTR ag | PHOSPHO1 inh | NALP1 inh | MEKK2mut PB1 HTS | GPR7 antagonist |
| --- | --- | --- | --- | --- | --- | --- | --- | --- | --- |
| OCC[C@@H]1C[C@H](O)[C@@H](O)[C@@]2(CCCCO2)O1 | 0.4 | 102 | -2 | 105 | 0.4 | / | / | 3 | / |
| Cc1onc(-c2ccccc2Cl)c1C(=O)O/N=C(\N)c1ccccc1 | -0.4 | 112 | -2 | 106 | -1.5 | 23 | 17 | 10 | -9 |
| CCCCc1ccc(Nc2nc(CCC)cc(=O)[nH]2)cc1 | 0.0 | 101 | -5 | 110 | -0.1 | -14 | 5 | 5 | 3 |
| COc1ccc(OC)c(-n2c(=S)[nH]c3cc(C(=O)N4CCC(C(N)=O)CC4)ccc3c2=O)c1 | 0.9 | 99 | 4 | 100 | 2.4 | 18 | 23 | 0 | 15 |

Source: PubChem BioAssay (several laboratories)
